Source: PubChem BioAssay
RMI FANCM FP: RMI-FANCM interaction inhibition. Fluorescence polarization, RMI core complex with F-MM2 peptide; active compounds read low. FP signal (polarization) at 33 µM. actives 0.58% (n = 70,000). AID 1159607; in the data active = FP signal below about 40; note: inactives centre near 61; strong numbers were not always called active; unit not given here
An asterisk follows results filed as active; & = joins results of further samples. A portion of the library; rates above refer to the full screens.

compound	RMI FANCM FP
O=C(NCCn1ncc2c(=O)n(Cc3ccccc3F)cnc21)c1c(F)cccc1Cl	68
O=C(Nc1nc2ccc(S(=O)(=O)N3CCCC3)cc2s1)c1cccs1	65
CCOc1cccc2sc(N(Cc3cccnc3)C(=O)c3ccnn3C)nc12	69
Cc1ccc(S(=O)(=O)c2nc(S(=O)(=O)CCO)sc2Cl)cc1	60
Cc1c(NC(=O)c2cccs2)c(=O)n(-c2ccccc2)n1C	63
C=CCn1c(=NC(=O)c2ccc(S(=O)(=O)N3CCCCC3)cc2)sc2cccc(OC)c21	68
CC(C)(C)CC(=O)Nc1ccc2c(c1)C(=O)NCCO2	66
CCOC(=O)N1CCc2c(sc(NC(=O)CSc3nnc(-c4ccco4)o3)c2C#N)C1	52
COc1ccc(C2C3CCc4ccccc4C3=NN2C(=O)CN2CCN(C)CC2)cc1 (stereo unspecified)	83
CCCc1cc(=O)[nH]c(SCc2cccnc2)n1	52
CN(C(=O)C1CCC1C(=O)O)c1nc(-c2ccc(Cl)s2)cs1 (stereo unspecified)	45
Cc1cc(NCCCCO)n2c(nc3ccccc32)c1C#N	60
O=C1CCc2cc(S(=O)(=O)NCc3ccccn3)cc3c2N1CC3	52
C=C1/C(=C\C=C2/CCC[C@]3(C)[C@@H]([C@H](C)CCCC(C)(C)O)CC[C@@H]23)C[C@@H](O)C[C@@H]1O	80
COC(=O)c1sccc1NC(=O)c1ccc(C(C)(C)C)cc1	63
CN1C(=O)c2ccc(-c3ccccc3)nc2NC1C(=O)N1CCc2ccccc21 (stereo unspecified)	83
COc1ccccc1CNC(=O)CSc1nnc2ccc(-c3ccc(F)cc3)nn12	57
O=C(CSc1nc2c(c(=O)[nH]1)CCCC2)N1CCOCC1	65
O=S(=O)(CCc1ccccc1)NCC1CCN(C2CCCC2)CC1	74
O=C(/C=C/c1ccco1)N1CCCc2ccccc21	63
COc1ccc2nc(NC(=O)C3CCCCN3S(C)(=O)=O)sc2c1 (stereo unspecified)	65
COc1cccc(C(=O)Nc2ccc3c(c2)C(=O)NCCO3)c1OC	62
COc1cccc(-c2csc(-n3nc(C)cc3NC(=O)COc3ccc(Cl)cc3)n2)c1	80
COc1cc(/C=C/C(=O)c2ccccc2)ccc1OC(=O)c1cccc([N+](=O)[O-])c1	54
O=C(Nc1ccc2c(c1)N(C(=O)C1CC1)CCC2)c1ccc2c(c1)OCO2	53
Cc1nc2scc(-c3ccccc3)c2c(=O)n1NC(=S)NC(=O)C12CC3CC(CC(C3)C1)C2	50
Cc1cc(C(=O)Nc2nnc(-c3cc(Cl)sc3Cl)o2)on1	67
CC(C)(C)NC(=O)COc1ccccc1[N+](=O)[O-]	64
Cc1cc(Nc2ccc(Cl)cc2)n2ncc(-c3ccccc3)c2n1	61
Cc1c(NC(=S)NC(=O)c2ccc(Br)o2)c(=O)n(-c2ccccc2)n1C	61
Oc1ccc(Oc2c(Cl)cncc2Cl)cc1	47
Cn1cc(Cl)c(/C=C(\C#N)C(=O)c2ccco2)n1	61
Nc1nc(SCc2cc(=O)[nH][nH]2)nc2sc3c(c12)CCCC3	58&57
O=S(=O)(c1cccc2cccnc12)N1CCN(C(c2ccccc2)c2ccccc2)CC1	67
CS(=O)(=O)N1CCN(c2ccc(-c3ccccc3)nn2)CC1	70
COc1ccc(S(=O)(=O)Nc2ccc3oc4c(c3c2)CC(C)CC4)cc1[N+](=O)[O-] (stereo unspecified)	59
COc1ccc(N2CCN(C(CNC(=O)C(=O)NCC3CCCO3)c3ccco3)CC2)cc1 (stereo unspecified)	56
Cc1cccc(C)c1NC(=O)C(=O)NCC(c1ccc(F)cc1)N1CCN(C)CC1 (stereo unspecified)	52
C=CCn1c(=NC(=O)c2ccccc2OC)sc2cc(NC(C)=O)ccc21	63
CCOc1ccccc1NC(=O)C(=O)NCC1CCN(Cc2cccs2)CC1	72
CC(=O)c1cc([N+](=O)[O-])c(Sc2cccc(Cl)c2Cl)s1	52
Cc1ccc(NC(=O)C2CCC(C)(C(=O)O)C2(C)C)cc1C (stereo unspecified)	65
Cc1nc(-c2nnc(Sc3ccc(C(F)(F)F)cc3[N+](=O)[O-])n2C)cs1	55
COc1ccc(Cl)cc1NC(=O)Cc1csc2nc(-c3ccccc3)cn12	69
COc1ccc(CNC(=O)CC2CCCCN2S(=O)(=O)c2ccccc2)cc1 (stereo unspecified)	69
CCOc1cc(C2C3=C(CCCC3=O)Nc3nc(-c4cccs4)nn32)ccc1O (stereo unspecified)	64
CCN1C(=O)c2cccc3c(NC(=O)COc4ccc(Cl)cc4)ccc1c23	50
Cc1cc(C)c2c(n1)sc1c(=O)n(CC(=O)Nc3ccc4c(c3)OCO4)cnc12	64
Cn1c(=O)[nH]c(=O)c2c(=O)cc[nH]c21	61
COc1cccc(C(=O)NCCCn2nc(-c3ccco3)ccc2=O)c1OC	68
O=C(/C=C/c1ccc(-c2ccc(SC(F)F)cc2)o1)c1ccco1	85
COC(=O)c1sc(-c2cccs2)cc1NS(=O)(=O)c1cn(C)cn1	47
COc1ccc(CC(=O)NCCc2ccc3c(c2)CCCN3C)cc1	56
O=C(Nc1ccc2c(c1)N(C(=O)c1ccco1)CC2)c1ccc(F)c(F)c1	73
COc1ccc(S(=O)(=O)NCC(c2ccsc2)N2CCCCCC2)c(C)c1 (stereo unspecified)	76
NC(=O)C1CCN(c2ccc3cccc(O)c3n2)CC1	56
Cc1cccc(-c2nc(C)c(CCNC(=O)c3cccc(C(F)(F)F)c3)s2)c1	74
CCc1cc(C(=O)c2ccc(OC)cc2)c(NC(=O)CN2CCCCC2)s1	54
CN1C=CC=C/C1=C(/C#N)c1nc(-c2ccccc2)cs1	61
COC(=O)CNC(=O)c1ccncc1Br	57

Next results
compound	RMI FANCM FP
CC1(C)C2CCC1(C)C(NC(=O)CCC(=O)O)C2 (stereo unspecified)	63
O=c1cc(N2CCC3(CC2)OCCO3)[nH]c(=O)n1-c1ccc(Cl)cc1	56
CCOc1ccc(-c2ccc(C)c(NC(=O)c3ccco3)c2)nn1	70
CCOC(=O)CSC1=C(C#N)C(c2ccc(OCc3ccccc3)cc2)CC(=O)N1 (stereo unspecified)	60
Cc1cccc(N2CCN(c3ncnc4c3c(-c3ccccc3)cn4-c3cccc(C)c3)CC2C)c1 (stereo unspecified)	60
N#CCS(=O)(=O)c1ccco1	55
CCOc1ccc(-c2cn3c(CC(=O)NCc4ccccn4)csc3n2)cc1	65
FC(F)(F)c1ccc2nc(SCc3cc(Cl)cc4c3OCOC4)[nH]c2c1	54
Cc1nn(C2CCS(=O)(=O)C2)c(C)c1S(=O)(=O)N1CCc2ccccc2C1 (stereo unspecified)	55
O=C1CCCN1c1cccc(NS(=O)(=O)c2cccc3ccccc23)c1	52
CNC(=S)NCCCCc1nc(N)n[nH]1	61
Cc1cc(C)n(-c2nc(-c3ccccc3)cc(=O)n2CC(=O)N2CCc3ccccc32)n1	56
Cc1ccc(S(=O)(=O)NNC(=S)Nc2ccccc2)cc1	57
O=C1Nc2ccc(S(=O)(=O)O)c3cccc1c23	58
CCc1ccc(OCC(=O)NCCC2=CCCCC2)cc1	65
O=C(NCCN1CCN(c2ccccc2)CC1)c1ccco1	62
COc1ccc(CCNC(=O)Cn2c(=O)n(Cc3nc(C)no3)c(=O)c3ccccc32)cc1OC	66
O=C(NNC1=NCCN1Cc1ccccc1)c1cccc(C(F)(F)F)c1	48
CN(C)c1nc(=S)ss1	55
Cc1cccc(Cn2cnc3c(cnn3CCNC(=O)c3ccc4c(c3)OCO4)c2=O)c1	71

Five compounds from above, ordered by their value in RMI FANCM FP, highest first.
compound	RMI FANCM FP
CCc1ccc(OCC(=O)NCCC2=CCCCC2)cc1	65
O=C1Nc2ccc(S(=O)(=O)O)c3cccc1c23	58
Cc1ccc(S(=O)(=O)NNC(=S)Nc2ccccc2)cc1	57
FC(F)(F)c1ccc2nc(SCc3cc(Cl)cc4c3OCOC4)[nH]c2c1	54
O=C(NNC1=NCCN1Cc1ccccc1)c1cccc(C(F)(F)F)c1	48

Carrying on:
compound	RMI FANCM FP
Cn1sc(=O)c2ccc(S(=O)(=O)NCCc3ccncc3)cc21	57
O=C(NNC(=O)c1cccs1)c1ccc(=O)n(Cc2ccccc2)c1	63
O=C(Nc1ccccc1-c1nc2ccccc2o1)c1ccc(F)cc1	74
Cc1ccc(S(=O)(=O)Nc2ccncc2)c(C)c1N(C)S(=O)(=O)c1ccc(F)cc1	63
O=C(NCc1n[nH]c(=S)n1-c1ccc(F)cc1)c1ccc([N+](=O)[O-])cc1	62
NC(=O)C1(CCc2ccc(Br)cc2)CCN(S(=O)(=O)c2ccccc2)CC1	72
CCc1ccc(OCCOCC(O)CN2CCN(C)CC2)cc1 (stereo unspecified)	64
O=C(NCC1CC1)Nc1ccccc1F	56
O=C(NCC(c1ccc(F)cc1)N1CCOCC1)c1cccs1 (stereo unspecified)	52
Cc1cccc(C(=O)Nc2cccc(-c3nc4ccccc4s3)c2)c1	77
Cc1ccc(-n2nnnc2CNC(=O)c2cc([N+](=O)[O-])ccc2Cl)cc1C	60
O=C(NCCN1CCN(c2ccc(F)cc2)CC1)c1ccc2c(c1)OCO2	62
COc1ccc2nc(-n3nc(C)cc3NC(=O)Cc3ccc4c(c3)OCO4)sc2c1	80
O=C(NCC(c1ccsc1)N1CCOCC1)NC(c1ccccc1)c1ccccc1 (stereo unspecified)	65
CSc1ccc(-c2noc(Cn3nc(-c4ccccc4Cl)ccc3=O)n2)cc1	121
O=C1CN(C(=O)Cc2ccc3c(c2)OCO3)c2ccccc2N1	58
O=C(NCCOc1ccc(F)cc1)c1ccccc1C(=O)c1ccccc1	62
CN1CCN(c2nc3ccc(NC(=O)c4ccc(Cl)s4)cc3s2)CC1	63
COc1ccc(-c2ccc(=O)n(CCCNC(=O)COc3ccccc3F)n2)cc1	69
CN(C)/C=C/C(=O)c1ccccn1	51

A few values from the results shown.
RMI FANCM FP, Cc1ccc(NC(=O)C2CCC(C)(C(=O)O)C2(C)C)cc1C (stereo unspecified) stands at 65
RMI FANCM FP, O=C(NCc1n[nH]c(=S)n1-c1ccc(F)cc1)c1ccc([N+](=O)[O-])cc1 stands at 62
RMI FANCM FP, COC(=O)CNC(=O)c1ccncc1Br stands at 57
RMI FANCM FP, O=C(Nc1ccc2c(c1)N(C(=O)c1ccco1)CC2)c1ccc(F)c(F)c1 stands at 73

Additional structures follow:
compound	RMI FANCM FP
COc1ccc(-n2c(N)cc(=O)nc2SCC(=O)N2CCN(c3ccccc3)CC2)cc1	59
COC(=O)c1ccc(NC(=O)Cn2c(-c3ccccn3)nc3ccccc32)cc1	56
CCOC(=O)c1ccc(Cc2sc(C(=O)c3ccc(Br)cc3)c(N)c2C#N)cc1	56
O=C(Nc1nc2c(s1)CCc1ccccc1-2)C1CC1	56
CC(=O)Nc1ccc(C(=O)NCCNS(=O)(=O)c2ccc3c(c2)CCCC3)cc1	64
c1ccc(NCc2ccco2)nc1	58
O=C(Nc1ccccc1C(=O)O)c1ccc(Cl)cc1	54
Cc1cccc(NC(=O)Cn2nnc(C(=O)NCCc3ccccc3)c2N)c1C	100
CCOc1ccc(-c2c(C#N)c(SCC(=O)Nc3nccs3)nc(C)c2C(=O)Nc2ccccc2)cc1	72
CC1=NN(CCN2CCN(c3ccc(F)cc3)CC2)c2nc3c(c(=O)n(C)c(=O)n3C)n2C1	64
COC(=O)c1cc(OC)c(OC)cc1NC(=O)c1cc2ccccc2o1	64
O=C(Nc1ccc(OCc2ccccc2)cc1)Nc1cccc([N+](=O)[O-])c1	48
N#C/C(=C\c1cccnc1)C(N)=S	50
O=C1/C(=C\c2cccs2)N2CCC1CC2	50
O=C(Nc1cccc2c(NC(=O)c3ccc(F)c(F)c3)cccc12)c1ccc(F)c(F)c1	65
COc1cccc(C(=O)Oc2c(Sc3ccc(Cl)cc3)c(C)nn2-c2ccccc2)c1OC	59
O=C(NC1Cc2ccccc2C1)c1ccc(Cl)cc1	55
O=C(Nc1nnc(-c2ccc(Br)s2)o1)c1ccc(F)cc1	65
O=C(O)CNS(=O)(=O)c1ccc([N+](=O)[O-])cc1I	61&56
CCc1nnc(-c2ccc(NC(=O)C3CC(=O)N(c4ccc(C)c(C)c4)C3)cc2)o1 (stereo unspecified)	137
Cn1c(=O)c2c(SCCN3CCOCC3)nc(-c3ccccc3Cl)nc2n(C)c1=O	54
O=S(=O)(Nc1cccc2cnccc12)c1cccs1	61
Cc1c(Cl)cccc1NC(=O)CSc1nnc2ccc(-c3ccco3)nn12	52
O=C(NCc1ccccn1)C(=O)Nc1cccc(F)c1	55
CCOc1ccccc1NS(=O)(=O)c1cc(OC)ccc1OC	59
N/C(COc1ccc(Cl)cc1Cl)=N/OC(=O)c1ccccc1	52
Cn1cc(NC(=O)NCCCn2ccnc2)c2ccccc21	54
COc1ccc(S(=O)(=O)NCC2(c3cccs3)CCCC2)cc1C	70
Cc1ccc(-n2c(SCc3nc(-c4ccccn4)no3)nc3ccsc3c2=O)cc1	65
CC(=O)Nc1ccc(S(=O)(=O)Nc2cccc(-n3c(C)nc4ccccc4c3=O)c2)cc1	59
Cc1cc(NC(=O)CSc2ccc(NC(=O)c3ccccc3F)nn2)no1	91
CNC(=O)Cc1csc(Nc2cccc(Cl)c2)n1	64
CC(=O)O[C@H]1CC[C@]2(C)C3CC[C@@]4(C)C(CC5O[C@@]6(CCC(C)CO6)[C@@H](C)C54)C3CC[C@H]2C1 (stereo partly specified)	54

Reprinted at random: three records from the list, in no set order.
compound	RMI FANCM FP
O=S(=O)(Nc1cccc2cnccc12)c1cccs1	61
Cn1cc(NC(=O)NCCCn2ccnc2)c2ccccc21	54
Cc1ccc(-n2c(SCc3nc(-c4ccccn4)no3)nc3ccsc3c2=O)cc1	65
